Bioassay records deposited in PubChem BioAssay by several laboratories.
P. falciparum M17LAP = P. falciparum M17LAP inhibitors, primary screen, biochemical, fluorogenic H-Leu-NHMec substrate, 1536-well (AID 1619) | recombinant M17LAP, H-Leu-NHMec fluorogenic kinetic assay; higher % means a stronger effect | inhibition, % at 30 µM; hits with a dose series show IC50 in µM | 0.38% of 220,000 active;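 active means compound inhibiting the enzyme by more than half at any dose during confirmatory dose-response retesting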;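 further: plate controls were full reaction with DMSO carrier for no effect and no enzyme background for full effect; strong numbers were not always called active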
Yfh1-depleted yeast = mitochondrial function rescue without frataxin homolog – Friedreich's ataxia, plus single-dose screen, dose response (AID 1465) | 0.074% of 220,000 active | fold induction at 50 µM, or EC50 in µM where a hit was titrated | S. cerevisiae Yfh1-off respiration, WST-1 reduction, 72 h; higher fold induction means a stronger effect;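 active means fold induction of absorbance versus untreated yeast above a set limit, then at least 30% activation at any dose in follow-up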;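 further: activators that raise dye reduction in frataxin-depleted yeast; strong numbers were not always called active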
WT yeast gro inh = growth inhibition of WT yeast, mitochondrial fusion screen. mitochondrial fusion phenotypic screen, WT strain. inhibition, % at 10 µM. 2.1% of 190,000 active; in the data active means inhibition above about 58%; tested in S. cerevisiae
P. falciparum M1AAP = malaria alanyl aminopeptidase activity blockers – biochemical, fluorogenic H-Leu-NHMec substrate, 1536-well (AID 1445) | inhibition, % at 30 µM, or IC50 in µM where a hit was titrated | 0.42% of 220,000 active | recombinant M1AAP, H-Leu-NHMec fluorogenic kinetic assay; higher % means a stronger effect;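 active means primary inhibition above the hit cutoff, then over 50% inhibition at one or more dose response concentrations, cut at about 23% in these data, passing the limit was not always enough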;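 further: plate controls were DMSO full reaction for no effect and no enzyme background for full effect; strong numbers were not always called active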
T cell HTS = T cell immune modulators affecting CD8 T cell-vesicle binding; 2C CD8+ T cell-vesicle binding, flow cytometry; stronger effect = lower value; 0.068% of 330,000 active; calls only at 7 µM; AID 2052;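 active means response, share of CD8 T cells binding vesicles, and their 90th percentile fluorescence all below set limits, cut at about 80% in these data, passing the limit was not always enough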
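Benchmarks: naked versus QL9-loaded vesicles / Assay system: purified 2C TCR transgenic mouse naive CD8+ T cells / Technique: high-throughput flow cytometry with anti-B7-1 and anti-CD8 staining / Timing: Cell–vesicle co-incubation 1.5 h at 37 °C, staining 20 min on ice / Read-out: percent CD8+ FL2 mean versus row control / Probe or stimulus: QL9-loaded Drosophila micro-vesicles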
Autophagy mod = alters autophagy in cells. AID 463193. MEF GFP-LC3 puncta imaging; test concentration mostly 10 µM. calls only at 10 µM (by protocol). 0.98% of 190,000 active;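 active means percentage of spot-positive cells more than 3 SD above its plate mean, without a fluorescence outlier flag or 80% toxicity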;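 further: spot-positive cell cutoff set from DMSO-treated cells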
MT stabilizer = microtubule stabilization, imaging screen; HeLa tubulin immunostaining HCS, 24 h; share of cells brighter than vehicle mean+2SD; % tubulin-high responders, % at 10 µM; 0.83% of 200,000 active; AID 2205;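 active means plate Z-score above 3 for both tubulin-high and condensed-nucleus cell shares, with cell loss under 80%, at 10 µM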;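 further: anti alpha tubulin signal scored within the nucleus-defined area of each cell; some results filed as inactive read as strong as hits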
b-catenin transl = alters nuclear translocation of beta-catenin in HeLa cells | 0.3% of 190,000 active | immunofluorescence imaging | AID 1665 | nuclear translocation activity, % at 5 µM;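 active means nuclear translocation activity above 50% at 5 µM, with a well cell count of 50 or more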;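 further: per-cell ratio of nuclear to cytoplasmic median beta-catenin stain intensity; plate controls were DMSO negative control for no effect and GSK-3 inhibitor IX positive control for full effect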
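Read-out: Nuclear/cytoplasmic beta-catenin signal ratio, % activation | Assay system: Human HeLa cell line | Times: 24 h compound exposure at 37°C, 5% CO2 | Signal: Fluorescence imaging of beta-catenin antibody stain plus DAPI | Dosing: 5 µM primary, 0.02–20 µM confirmation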
Dynein transport = dynein cargo transport inhibition; 0.47% of 220,000 active; z-score, hits read low; 3617.4 mouse cells, GR-EGFP nuclear translocation imaging; test concentration mostly 20 µM; stimulated with dexamethasone, 1 µM; stronger effect = lower value;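 active means plate z-score of nuclear minus cytoplasmic receptor signal below a set negative limit, without overly bright fluorescence or cell loss, cut at about -3.5 in these data, passing the limit was not always enough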;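 further: z-score of nuclear minus cytoplasmic ring GR-EGFP intensity difference per well; some compounds called inactive have numbers as strong as hits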
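Schedule: 48 h induction, then 1 h compound, then 30 min agonist, 37 °C. Buffer or medium: tetracycline-free induction medium containing charcoal-stripped FBS. Reagent: 1.0 µM final dexamethasone stimulus. Evaluation: nuclear versus cytoplasmic GR-EGFP signal, averaged per well. Signal: high-content fluorescence imaging after fixation.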
WT yeast gro inh mutant strain = further read-out of WT yeast gro inh, marked with its call; inhibition, %; mitochondrial fusion phenotypic screen, mutant strain inhibition
Dynein transport cytoplasmic EGFP = second read-out of Dynein transport, no call of its own (marks repeat the call); z-score; measured here: cytoplasmic GR-EGFP intensity; stronger effect = higher value
Dynein transport nuclear GR-EGFP = also measured in Dynein transport; calls as there; z-score; measured here: nuclear GR-EGFP intensity;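 lower value marks the stronger effect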
Dynein transport cell count = further read-out of Dynein transport, marked with its call; z-score; measured here: cell count per field
b-catenin transl cell count 5 µM = second read-out of b-catenin transl, no call of its own (marks repeat the call); cell count; measured here: cell count, cytotoxicity flag
T cell HTS vesicle-bound % = also measured in T cell HTS; calls as there; double positive events, %; measured here: CD8+ vesicle-bound cell fraction;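 binding gate set so that unloaded-vesicle control wells show 10% double positive cells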
MT stabilizer Hoechst-high % = also measured in MT stabilizer; calls as there; % Hoechst-high responders; measured here: nuclear condensation Hoechst responders;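 share of cells brighter than vehicle mean plus two SD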
MT stabilizer cytotoxicity % = second read-out of MT stabilizer, no call of its own (marks repeat the call); toxicity, %; measured here: cytotoxicity by cell density;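 0% = mean cell density of plate MIN control wells and 100% = no cells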
Autophagy mod cell loss 18 h = second read-out of Autophagy mod, no call of its own (marks repeat the call); toxicity, %; measured here: cell loss, nuclei count;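 cell loss after 18 h compound exposure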
Numbers without * were called inactive; i = inactive; nt = not tested or not shown. Hits appear at their usual frequency; any-hit rate near 4.4%.

molecule,P. falciparum M17LAP,Yfh1-depleted yeast,WT yeast gro inh,WT yeast gro inh mutant strain,P. falciparum M1AAP,T cell HTS,T cell HTS vesicle-bound %,Autophagy mod,Autophagy mod cell loss 18 h,MT stabilizer,MT stabilizer Hoechst-high %,MT stabilizer cytotoxicity %,b-catenin transl,b-catenin transl cell count 5 µM,Dynein transport,Dynein transport cytoplasmic EGFP,Dynein transport nuclear GR-EGFP,Dynein transport cell count
Cc1cc(C)n(CCn2nc(C)cc2C)n1,-13%,i,-16,-4,12%,i,42,nt,nt,1.7,1.4,11,-9.4,934,0.45,-0.2,0.55,-0.51
CC(C)OC(=O)C(NC(=O)c1ccccc1)=C1CCCCC1,8%,i,-4,-9,5%,i,36,i,4,2.2,1.8,0.3,-1.2,1415,0.55,-0.21,0.44,-0.36
O=C1CCC(=O)N1CC1CC2CCC1C2 (stereo unspecified),1%,i,nt,nt,1%,i,50,nt,nt,nt,nt,nt,-2.2,1114,0.45,-0.044,0.25,-0.57
COCCNC(=O)C(c1ccc(C)o1)N(C(=O)c1snc(C(N)=O)c1N)c1ccc(C)cc1 (stereo unspecified),6%,i,51,47,13%,i,15,i,-2,1.7,1.8,2.8,1.0,1045,0.51,-0.075,0.48,0.066
COc1ccc(S(=O)(=O)Nc2cc(Sc3ncn[nH]3)c(O)c3ccccc23)cc1,20%,nt,94*,87*,24%*,nt,nt,i,0,1.8,1.8,10,nt,nt,-4.5*,3.9*,-1.7*,-3*
Cc1ccc(C(=O)Nc2ccc3c(c2)CCC3)cc1S(=O)(=O)N1CCOCC1,4%,i,11,6,2%,i,60,i,-3,6.1,2.2,5.3,-1.0,1051,0.59,-0.32,0.54,0.3
Cc1cc(Nc2ccc(C)c(Br)c2)n2nc(C)nc2n1,12%,i,12,7,5%,i,35,i,6,2.2,2.2,9.9,-0.8,986,0.037,-0.22,0.22,0.2
CCCCN(CCCNC(=O)Cn1ncc2ccsc2c1=O)Cc1ccccc1,14%,i,-10,-20,7%,i,60,i,4,2.0,1.4,4.2,-1.6,1056,-1,-0.27,-0.58,0.88
CCN(CC)CCn1c(SCC(=O)Nc2cccc(OC)c2)nc2c(sc3ccccc32)c1=O,10%,i,22,-1,11%,i,31,i,2,2.8,2.1,2.5,nt,nt,0.69,-0.21,0.5,-0.63
CC1CCCN(c2ccc(C(=O)NCc3ccccc3)cn2)C1 (stereo unspecified),4%,i,-3,9,9%,i,65,i,-1,6.1,1.7,8.6,-0.2,1160,-0.62,-0.25,-0.29,0.71
S=C1SCN(Cc2ccccn2)CN1Cc1ccco1,20%,i,19,7,1%,i,50,i,16,10,6.2,3.9,4.8,1392,-2.1,0.5,-0.98,-0.92
CN=C(Nc1ccc(C(=O)OC)s1)c1ccccc1,8%,i,3,9,0%,i,30,i,15,2.4,1.4,1.5,-1.9,1081,0.17,-0.23,0.89,0.06
Cc1ccccc1NC(=O)CN1C(=O)S/C(=C\c2ccc(-c3cc(C(=O)O)ccc3C)o2)C1=O,8%,i,7,1,8%,nt,nt,i,7,0.7,1.6,4.2,0.3,1498,0.68,1.3,1.3,-0.75
O=C(COC(=O)c1ccccc1Oc1ccccc1)NC1CC1,3%,i,-1,-9,3%,i,24,i,-6,3.6,1.0,21,-2.0,1064,0.15,-0.38,0.011,0.82
COc1ccccc1CNC(=O)C1CCN(S(=O)(=O)c2ccc3c(c2)OCCCO3)CC1,11%,i,-8,5,0%,i,60,i,-12,5.2,1.5,9.5,-0.7,1054,-0.0006,-0.21,0.061,0.34
O=C(c1ccco1)N1CCC(c2ccccc2)C1 (stereo unspecified),-2%,i,-14,-16,1%,i,21,i,-5,5.0,2.6,7.2,-6.2,973,0.83,-0.28,0.34,-0.069
S=C(Nc1ccc(Br)cc1)NC1CCCC1,0%,i,44,10,8%,i,44,i,4,1.9,2.0,3.5,-0.6,1044,-0.0064,0.072,0.24,0.51
CC1(c2ccccc2)NC(=O)N(CC(=O)Nc2cccc(C#N)c2)C1=O (stereo unspecified),-4%,i,8,-9,-1%,i,57,i,16,4.7,2.7,6.4,-4.9,867,-1.3,-0.18,0.0079,0.92
COc1ccc(C(=O)NCC(=O)OCC(=O)N2CCC(C)CC2)cc1OC,1%,i,-12,13,11%,i,22,i,16,3.4,3.2,8.3,-0.1,1048,-0.32,-0.31,0.22,0.35
COc1ccc(N(C(=O)COc2ccccc2)C2C=CS(=O)(=O)C2)c(OC)c1 (stereo unspecified),-8%,i,8,18,2%,i,30,i,-17,4.2,4.1,11,-0.1,1294,-0.38,-0.34,-0.15,-0.065
O=C(c1c[nH]c2ccccc12)C(F)(F)F,-4%,i,nt,nt,0%,i,32,nt,nt,nt,nt,nt,1.7,1335,0.023,-0.16,0.034,-0.095
Cc1ccc(/C=N/NC(=O)Cn2cnc3ccccc32)cc1,19%,i,4,-4,10%,i,33,i,5,3.3,3.1,5.6,-0.4,1040,0.092,0.023,0.58,-0.6
O=C(COC(=O)CSc1nnc(-c2ccc(Cl)cc2)o1)Nc1cc(Cl)cc(Cl)c1,2%,i,3,-3,4%,i,51,i,4,2.6,1.3,7.2,0.4,1091,-0.27,-0.074,0.013,-1.1
CC(CC(=O)NCc1ccccc1)C1CCCO1 (stereo unspecified),10%,i,-17,-9,6%,i,41,i,3,5.0,1.7,2.1,nt,nt,2.2,-0.25,1.3,-1.2
S=C(NCc1cccs1)Nc1ccccc1Cl,-10%,i,-1,4,8%,i,7,i,4,0.6,2.0,7.2,1.3,997,-1.1,-0.0043,-0.22,0.31
CCCn1c(=O)c(C(=O)NNS(=O)(=O)c2ccc(Cl)cc2)c(O)c2ccccc21,20%,i,22,24,13%,i,46,i,5,3.5,2.2,6.8,-2.7,1104,-0.25,-0.23,-0.054,0.92
CCCCNc1cc(NC(C)=O)cc2cc(OC)c(OC)cc12,0%,i,21,7,2%,i,35,i,5,4.9,5.3,8.9,0.7,1353,2,0.67,1.6,0.61
COc1ccc(S(=O)(=O)N(C)CC(=O)NCc2cccnc2)cc1C,0%,i,-1,7,-1%,i,24,i,3,3.3,1.2,11,nt,nt,-0.46,-0.27,-0.89,1
N#C/C(=N\Nc1cccc(Cl)c1)C(=O)c1ccccc1,1%,i,72*,67*,23%*,i,47,i,13,3.5,2.0,0.1,-1.6,1273,0.67,-0.18,0.7,0.1
Cc1ccccc1OCC(=O)NCc1ccccc1,-1%,i,8,-10,-5%,i,55,i,12,1.9,1.7,3.2,1.9,551,0.43,-0.29,0.37,0.14
O=C(O)COC(=O)C1C(c2ccccc2)C(C(=O)O)C1c1ccccc1 (stereo unspecified),15%,i,-5,-11,-1%,i,63,i,-8,1.7,2.1,3.0,0.2,1518,-0.45,-0.2,-0.23,0.59
O=C1c2ccccc2C(=O)C1c1ccc(O)cc1,8%,i,-6,-27,4%,i,61,i,3,2.7,1.9,2.2,-0.3,1096,0.62,-0.27,0.57,-0.67
COc1ccc(C(=O)NC2CC(C)(C)Cc3occc32)cc1 (stereo unspecified),2%,i,6,-18,3%,i,46,i,-6,3.4,2.8,8.7,-1.7,1120,-0.73,-0.23,-0.51,0.11
CNC(=S)NCc1ccc(OC)cc1,-1%,i,9,11,6%,i,28,i,10,2.5,2.6,11,-1.2,1014,-1.4,-0.16,-0.41,0.83
O=C(COc1cc(Cl)c(Cl)cc1Cl)Nc1ccc([N+](=O)[O-])cc1Cl,-7%,i,nt,nt,4%,i,45,nt,nt,nt,nt,nt,-2.8,1182,-0.17,-0.25,-0.13,0.85
CC(C)=CC(=O)Nc1nnc(-c2ccccc2)s1,2%,i,-6,-4,2%,i,51,i,0,1.2,1.8,2.1,0.5,1021,-0.47,-0.45,-0.087,0.4
Cc1cc(-c2nnc(CCC(=O)N(C)Cc3ccsc3)o2)no1,6%,i,-6,-7,3%,i,58,i,12,2.1,2.2,4.9,0.9,1005,-0.95,-0.16,-0.66,-0.58
O=C(CSC(=S)N1CCCCC1)N1N=CCC1c1ccccc1 (stereo unspecified),7%,i,2,5,1%,i,36,i,0,1.8,1.5,11,-1.2,1141,-0.49,-0.12,-0.14,0.64
O=C(Nn1cnnc1)c1ccccc1CCc1ccccc1,-11%,i,15,1,3%,i,55,i,4,2.5,1.5,14,-1.2,1249,1.9,-0.22,1,-0.44
